# KLF5 inhibitor = suppresses KLF5 promoter-driven expression; hit rate 0.23% among 290,000; inhibition, % at 5 µM; DLD-1 KLF5 promoter-luciferase reporter, luminescence;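 active = inhibition above a per-plate limit of that plate's mean compound inhibition plus 3 SD, cut at about 60% in these data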;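 also: 0% = DMSO wells and 100% = LY294002 at 200 µM; higher means less KLF5 promoter-driven luciferase light; inactives centre near -14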
# GSK3B inh = inhibitors of human GSK3beta kinase; P49841; GST-GSK3beta kinase, ADP-Glo luminescence, 60 min; hits give low values; activity score (negative = inhibition), % at 10 µM; hit rate 0.038% among 300,000;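 active = more than half of replicate wells score below -50%, meaning over 50% inhibition versus plate controls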;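 also: 0% = median DMSO wells and -100% = median GW8510 positive control wells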
# Target sequence (P49841 whole entry, looked up): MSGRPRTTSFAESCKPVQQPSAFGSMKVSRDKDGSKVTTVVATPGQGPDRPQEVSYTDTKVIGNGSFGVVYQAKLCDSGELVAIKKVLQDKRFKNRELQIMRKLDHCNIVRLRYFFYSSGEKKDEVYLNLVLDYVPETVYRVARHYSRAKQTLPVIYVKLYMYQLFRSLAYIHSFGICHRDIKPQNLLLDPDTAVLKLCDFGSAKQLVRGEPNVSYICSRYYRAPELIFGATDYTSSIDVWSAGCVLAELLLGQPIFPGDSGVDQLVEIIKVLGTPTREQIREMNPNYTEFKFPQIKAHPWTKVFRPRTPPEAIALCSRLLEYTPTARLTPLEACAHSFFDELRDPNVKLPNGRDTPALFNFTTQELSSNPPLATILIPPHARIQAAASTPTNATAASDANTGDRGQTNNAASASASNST
#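 Test system: GST-tagged human GSK3beta kinase, cell-free; evaluation: activity score scaled between in-plate DMSO and GW8510 controls; measured by: ADP-Glo luminescence; incubation: 60 min reaction, RT; benchmarks: DMSO and 20 µM GW8510; reagent: peptide substrate plus 25 µM ATP (final); medium: Tris/MgCl2 kinase buffer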
# HSP90 refold inh = inhibitors of HSP90 luciferase refolding in rabbit reticulocyte lysate; hit rate 0.91% among 290,000; AID 1789; inhibition, % at 5.6 µM; luciferase refolding luminescence, 3 h;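 active = inhibition above the screen-wide mean plus 3 SD, computed separately per campaign, cut at about 16% in these data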;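 also: 0% = DMSO wells and 100% = 60 µM geldanamycin wells; inhibitors lower the luminescence because luciferase stays unfolded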
# IEC-6 tox = IEC-6 cytotoxicity, counter-screen for KLF5 inhibitors; hit rate 0.78% among 290,000; luminescence viability; AID 1825; inhibition, % at 5 µM; in the data active = inhibition above about 22%;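 also: 0% = plate median of test compound wells and 100% = cytotoxic reference compound wells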
# Platelet DG rel = platelet dense granule release activity; human platelet-rich plasma, SFLLRN dense granule ATP release, luminescence; inhibition, %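 (compounds screened at 7.5 µM in platelet-rich plasma)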; hit rate 0.22% among 300,000; AID 1663;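 active = mean replicate score, as percent of positive control, at or above 50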
# HSF1 inhib = HSF1 inhibition | NIH3T3-HGL HSE-luciferase, MG132-induced, luminescence 8 h; hits give low values | activity change, negative = inhibition, % at 7.5 µM (by protocol) | hit rate 0.77% among 300,000 | AID 2098;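 active = more than half of replicate wells show activity change below -50%, luminescence cut by over half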;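 also: luciferase reports HSF-1 transcriptional activity via heat shock element; 0% = median of DMSO wells and -100% = zero luminescence signal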
# HSF-1 act = increases HSF-1 driven luciferase reporter signal; activation, % at 9 µM; hit rate 1.7% among 300,000; NIH3T3-HGL HSF-1 luciferase reporter, MG132, 8 h; 100% = twice DMSO control signal;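 active = mean replicate activation of at least 50% with a set share of replicates each reaching 50%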;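 also: 0% = median of the neutral control wells and 100% = twice that signal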
# aSyn UTR inh = MLPCN primary screen, SNCA 5' untranslated region. alpha-synuclein 5'UTR reporter, inhibitor activity. inhibition, % (tested at 7.5 µM). hit rate 0.82% among 300,000; in the data active = inhibition above about 60%;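 also: H4 neuroglioblastoma cells stably carrying SNCA 5'UTR luciferase fusion; 0% = DMSO wells and 100% = positive control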
# GSK3A inh = inhibitors of human GSK-3 alpha kinase | inhibition, % at 10 µM | hit rate 0.1% among 320,000 | AID 2650 | ADP-Glo luminescence, 60 min | P49840;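 in the data active = inhibition above about 50%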;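 also: GST-tagged GSK-3 alpha with peptide substrate and 25 µM ATP; 0% = DMSO neutral wells and 100% = GW8510 positive control wells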
# Target sequence (P49840 whole entry, looked up): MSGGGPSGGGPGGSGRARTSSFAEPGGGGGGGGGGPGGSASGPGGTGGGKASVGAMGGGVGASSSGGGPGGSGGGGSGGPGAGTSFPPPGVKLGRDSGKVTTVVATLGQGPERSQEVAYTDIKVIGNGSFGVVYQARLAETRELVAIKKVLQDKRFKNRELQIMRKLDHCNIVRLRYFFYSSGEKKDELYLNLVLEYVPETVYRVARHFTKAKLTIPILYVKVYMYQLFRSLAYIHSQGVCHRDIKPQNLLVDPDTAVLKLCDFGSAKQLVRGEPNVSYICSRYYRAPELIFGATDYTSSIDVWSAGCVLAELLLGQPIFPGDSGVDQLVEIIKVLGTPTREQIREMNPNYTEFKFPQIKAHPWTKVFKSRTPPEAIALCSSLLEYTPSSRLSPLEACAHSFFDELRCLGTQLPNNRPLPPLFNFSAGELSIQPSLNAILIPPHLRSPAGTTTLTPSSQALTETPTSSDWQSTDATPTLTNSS
# DYRK1A inh = Dyrk1A (rat) kinase inhibition. Q63470. AID 504441. inhibition, % at 12.5 µM. ADP-Glo luminescence, NFATc1 peptide. hit rate 0.43% among 310,000; in the data active = inhibition above about 50%;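 also: plate controls were vehicle with enzyme for no effect and no enzyme for full effect; many of its hits are not listed in these tables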
# The depositor's hits bear a star; · = not tested or not shown; & = joins results of further samples.
SMILES,KLF5 inhibitor,GSK3B inh,HSP90 refold inh,IEC-6 tox,Platelet DG rel,HSF1 inhib,HSF-1 act,aSyn UTR inh,GSK3A inh,DYRK1A inh
CCOc1cccc2cc(C(=O)Nc3ccccc3-c3ccccc3)c(=O)oc12,-39,3,-3,-6,13,-4,-2,-49,3,1
O=C(O)c1ccccc1C(=O)NC1=NN(c2ccccc2)CC1,-36,-1,-4,-6,-4,-14,-27,-2,1,-2
CC(=O)N1CCc2cc(S(=O)(=O)NCCCN3CCCCC3)ccc21,-4,·,-5,0,3,-5,-6,7,-1,-3
COc1ccc(C(N)=S)c(OC)c1,-23,1,5,-3,1,-7,3,-30,6,7
O=C1CCCN1CC(CN1CCOCC1)Sc1nnnn1-c1ccccc1 (stereo not drawn),-32,4,2,-2,-5,2,3,-2,0,5&1
Cn1c(=O)c2c(nc(CN3CCN(CCO)CC3)n2Cc2ccccc2Cl)n(C)c1=O,-6,-1,-3,5,0,0,-12,1,-1,1
CCC(=O)N1CCN=C1SCc1ccc(F)cc1,-6,·,-1,9,·,·,·,·,5,-11
COc1ccc(CCNC2CC(=O)N(CCc3ccccc3)C2=O)cc1OC (stereo not drawn),16,-4,2,0,6,1,20,17,-2,2
O=C(C[n+]1cc(-c2ccccc2)n2c1CCC2)OCc1ccccc1,-18,2,3,5,0,3,8,10,2,3
CCS(=O)(=O)NCc1ccc2[nH]c3c(c2c1)CCCC3,-2,3,1,-1,-2,-4,-5,12,14,·
CC(C)(Oc1cccc2ccccc12)C(=O)O,9,1,4,2,6,0,1,-8,-4,-6
CN(C)C(=O)c1ccc(NC(=O)c2cc(-n3cnnc3)ccc2Cl)cc1,-20,-15,-1,-2,4,1,-12,17,1,-7
On1c(-c2ccccc2)nc2ncccc21,-15,3,-1,-4,8,-1,39,-8,1,0
Cc1cccc(NC(=O)CN(C)S(=O)(=O)c2ccccc2)n1,-19,1,3,0,10,-9,0,15,-2,0
O=C(CN1C(=O)c2ccccc2S1(=O)=O)NCCSCc1ccco1,-16,0,-2,1,-10,-8,-1,-12,-1,-4
Cn1c(=O)c(C(=O)CN2CCN(S(=O)(=O)c3ccccc3)CC2)c(N)n(Cc2ccccc2)c1=O,-24,-3,2,-5,-3,-3,-21,-31,-2,-6
Cc1ccc2ncc([N+](=O)[O-])n2c1,20,4,1,18,-2,14,36,-10,-5,-20
CCOc1ccc(N/C(=N/c2nc(C)cc(C)n2)NC(C)=O)cc1,-6,-3,7,4,12,-2,12,-3,-1,-2
O=C(Cc1c[nH]c2ccccc12)NC1(C(=O)NC2CCCCC2)CCCCC1,-5,3,2,-8,-1,0,-6,22,-1,-2
CSc1nc(=S)c2[nH]c(=S)[nH]c2[nH]1,-16,1,-3,-4,13,-10,-8,19,-3,-2
O=C(NCN1CCN(c2ccccc2)CC1)c1cnccn1,-8,2,-2,3,0,1,6,12,-1,-1
CN(C)CCCN(C(=O)c1ccc(S(=O)(=O)N2CCCCCC2)cc1)c1nc2cc3c(cc2s1)OCCO3,·,-1,·,·,-16,-35,-46,-28,1,-2
CCn1c(SCC(=O)Nc2sc3c(c2C(N)=O)CCC(C)C3)nnc1-c1ccco1 (stereo not drawn),4,0,5,-13,-15,-13,-5,-1,12,29
COc1ccc(C2C(C(=O)Nc3cccnc3)=C(C)Nc3nc(-c4cccs4)nn32)cc1 (stereo not drawn),-7,-2,0,-5,-1,7,19,11,-1,3
COc1cc2cc(CN(CCN3CCCC3)C(=O)Nc3ccccc3Cl)c(=O)[nH]c2cc1OC,-10,·,4,6,·,·,·,·,-2,1

# 3 compounds from above, arranged by the value under HSF1 inhib, rising.
smiles | KLF5 inhibitor | GSK3B inh | HSP90 refold inh | Platelet DG rel | HSF1 inhib | HSF-1 act | aSyn UTR inh | GSK3A inh | DYRK1A inh
CCS(=O)(=O)NCc1ccc2[nH]c3c(c2c1)CCCC3 | -2 | 3 | 1 | -2 | -4 | -5 | 12 | 14 | ·
On1c(-c2ccccc2)nc2ncccc21 | -15 | 3 | -1 | 8 | -1 | 39 | -8 | 1 | 0
COc1ccc(CCNC2CC(=O)N(CCc3ccccc3)C2=O)cc1OC (stereo not drawn) | 16 | -4 | 2 | 6 | 1 | 20 | 17 | -2 | 2

# Next section
SMILES,KLF5 inhibitor,GSK3B inh,HSP90 refold inh,IEC-6 tox,Platelet DG rel,HSF1 inhib,HSF-1 act,aSyn UTR inh,GSK3A inh,DYRK1A inh
COC(=O)C(C(=O)N1CCN(C)CC1)C1CCCCCC1 (stereo not drawn),-13,·,2,2,·,·,·,·,2,3
CC1=C(C(=O)Nc2cc(C)ccn2)C(c2cnn(C)c2)C2=C(CC(c3ccccc3)CC2=O)N1 (stereo not drawn),1,2,11,7,-13,-2,6,-24,-2,28
Cc1nc([N+](=O)[O-])cn1CC(=O)Nc1ccc(F)c(Cl)c1,-40,·,4,3,-2,1,6,2,0,1
COc1ccc(C(=O)NC(=S)NNC(=O)c2c(-c3ccccc3)noc2C)cc1,-4,-2,-2,5,-2,11,42,-13,-1,-9
COc1ccc(CNCCc2ccccc2)cc1OCC(N)=O,-38,4,0,1,8,-1,-3,1,1,-3
CCc1ccc(OCC(=O)Nc2ccc3[nH]ncc3c2)cc1,-56,3,-4,-6,5,2,0,-6,1,8
CCC(Sc1ncnc2sc(C)c(C)c12)C(=O)OC (stereo not drawn),6,-1,0,-3,-10,0,2,4,-1,3
CC1CCN(C(=O)c2cc(Cl)ccc2NC(=O)c2ccco2)CC1,-13,-2,-5,4,10,-1,3,31,2,-2
CCOC(=O)COc1ccc2ccccc2c1/C=C/[N+](=O)[O-],-6,4,1,3,-3,139,177*,3,1,-5
S=c1[nH]nc(COc2ccccc2)n1-c1ccccc1,-5,0,4,4,-5,1,4,8,0,-4
Cc1ccc(Cn2cc(S(=O)(=O)c3ccc(Cl)cc3)c(=O)c3cc(F)ccc32)cc1,8,-1,-2,-6,0,41,79*,35,-2,-1
CNC(=S)N/N=C/c1ccc(OCC(=O)Nc2c(C)cc(C)cc2C)c(OC)c1,-17,2,1,-5,10,3,14,0,-3,2
Cc1cccc(NC(=O)CN2C(=O)NC3(CCCC3)C2=O)n1,·,3,·,·,19,-4,-3,-5,·,-5
CC(C)=CC(=O)Nc1nnc(C)s1,-24,-3,-2,5,-1,36,27,-35,-1,11
O=C(O)CSCC(=O)NCc1cccc(C(F)(F)F)c1,5,0,2,0,6,-4,3,2,-2,1
Cc1cccc(N(CC(O)CN(C)C)S(=O)(=O)c2ccccc2)c1 (stereo not drawn),6,0,9,5,-5,3,2,-3,-1,-11
CCn1ccnc1CN(C)C(=O)C1CCC(=O)N(Cc2cccc(C(F)(F)F)c2)C1 (stereo not drawn),-17,-3,1,4,-1,-7,12,-2,-1,1
CN(C)S(=O)(=O)c1ccc(S(=O)(=O)N(CC(=O)Nc2ccccc2)Cc2ccco2)cc1,6,0,-1,0,11,-3,0,2,3,-2
CN(Cc1ccccc1)CC(O)COc1ccc(CNCCc2ccncc2)cc1 (stereo not drawn),6,5,4,9,2,0,2,-19,-1,-2
CC(C)C(C)(C#N)NC(=O)CSc1ncnc2sc(-c3ccccc3)cc12 (stereo not drawn),-10,4,1,-1,7,8,-10,-5,1,-3
O=C(O)c1ccccc1-n1ncc2c1/C(=C/c1ccc(Cl)cc1)CC2,-25,-3,1,-1,2,3,-2,-5,-4,·
Cc1cc(NC(=S)Nc2ccccc2)ccc1Br,-46,1,-3,0,-2,-7,25,-51,-2,21
CCOc1nc2cnccc2n(CC(=O)Nc2cccc(C)c2C)c1=O,-21,0,0,4,5,-8,2,-4,0,-6
CC(C)CNC(=O)NC(=O)COC(=O)COc1ccc(Cl)cc1Cl,-44,0,3,2,1,-7,2,23,-5,3
Cc1cccc(C)c1NS(=O)(=O)c1ccc2c(c1)NC(=O)CO2,-21,2,1,-2,5,0,8,16,-5,3
# Continuation:
SMILES,KLF5 inhibitor,GSK3B inh,HSP90 refold inh,IEC-6 tox,Platelet DG rel,HSF1 inhib,HSF-1 act,aSyn UTR inh,GSK3A inh,DYRK1A inh
CCOc1ccc(CCNC(=O)COC(=O)COc2ccc(C(=O)CC)cc2)cc1OCC,·,0,·,·,10,-4,-6,21,-3,-21
CSc1nnc(C)c(=O)n1COC(=O)/C=C/c1ccc2c(c1)OCO2,0,0,-2,-4,1,·,·,-7,-1,9
COc1ccc(C2=NS(=O)(=O)N(C)C(C(=O)Nc3ccc(F)cc3F)=C2)cc1,7,2,1,3,-4,-8,-12,-8,2,-6
COc1cccc(CN2C(=O)N(C(C)C)C(N(O)C(=O)NC(C)C)C2(C)C)c1OC (stereo not drawn),-8,-1,2,2,-1,-6,-4,-9,-1,-4
COc1ccc(CCNC(=S)NC2CCN(Cc3ccccc3)CC2)cc1OC,-6,-3,1,0,0,0,5,7,0,-5
CNC(=O)CSc1nnnn1-c1cc(C)ccc1C,-8,2,1,2,0,-6,-4,22,-2,0
Cc1nc(N2CCN(C(=O)c3ccco3)CC2)c2oc3ccccc3c2n1,·,5,·,·,-4,4,9,-89,0,10
O=S(=O)(Nc1nccs1)c1ccc(Cl)cc1,-8,-2,5,-2,-2,-2,-8,27,3,-3
Cc1cc(OCC(=O)N2CCOCC2)cc2oc(=O)c3ccccc3c12,-17,4,3,1,1,-4,-1,3,-4,3

# Gathered by group: those above containing a Cl atom.
SMILES,KLF5 inhibitor,GSK3B inh,HSP90 refold inh,IEC-6 tox,Platelet DG rel,HSF1 inhib,HSF-1 act,aSyn UTR inh,GSK3A inh,DYRK1A inh
Cn1c(=O)c2c(nc(CN3CCN(CCO)CC3)n2Cc2ccccc2Cl)n(C)c1=O,-6,-1,-3,5,0,0,-12,1,-1,1
CN(C)C(=O)c1ccc(NC(=O)c2cc(-n3cnnc3)ccc2Cl)cc1,-20,-15,-1,-2,4,1,-12,17,1,-7
COc1cc2cc(CN(CCN3CCCC3)C(=O)Nc3ccccc3Cl)c(=O)[nH]c2cc1OC,-10,·,4,6,·,·,·,·,-2,1
Cc1nc([N+](=O)[O-])cn1CC(=O)Nc1ccc(F)c(Cl)c1,-40,·,4,3,-2,1,6,2,0,1
CC1CCN(C(=O)c2cc(Cl)ccc2NC(=O)c2ccco2)CC1,-13,-2,-5,4,10,-1,3,31,2,-2
Cc1ccc(Cn2cc(S(=O)(=O)c3ccc(Cl)cc3)c(=O)c3cc(F)ccc32)cc1,8,-1,-2,-6,0,41,79*,35,-2,-1
O=C(O)c1ccccc1-n1ncc2c1/C(=C/c1ccc(Cl)cc1)CC2,-25,-3,1,-1,2,3,-2,-5,-4,·
CC(C)CNC(=O)NC(=O)COC(=O)COc1ccc(Cl)cc1Cl,-44,0,3,2,1,-7,2,23,-5,3
O=S(=O)(Nc1nccs1)c1ccc(Cl)cc1,-8,-2,5,-2,-2,-2,-8,27,3,-3

# Compound activity (PubChem)

# A portion of the library; the hit share may differ from the screen's.
